# Myeloid diff MLP: compounds promoting myeloid differentiation | AID 624256 | actives 1% (n = 360,000) | ER-HoxA9 myeloid progenitors, lysozyme-GFP differentiation, flow cytometry | calls only at 10 µM;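 active means normalized GFP-positive differentiation at or above the plate's own cutoff, the solvent-only control mean plus 3 SD; inconclusive means no clear call, values can overlap the other calls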;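 further: cells exposed to compound for four days before flow analysis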
# LYP phosphatase: PTPN22 lymphoid phosphatase activity blockers – biochemical, fluorescence intensity, uHTS (AID 1779); recombinant LYP phosphatase, fluorescence intensity; higher % means a stronger effect; inhibition, % at 11.5 µM; hits with a dose series show IC50 in µM; actives 0.054% (n = 290,000); in the data active means inhibition above about 50%;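 further: plate controls were vehicle with enzyme for no effect and no enzyme for full effect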
# Myeloid diff MLP GFP+ MAC1+ %: also measured in Myeloid diff MLP; calls as there; GFP+ MAC1+ double positive, %; measured here: differentiation confirmed by MAC1 staining
# * marks the source's active call; other numbers are inactive results; i = inactive; ? = inconclusive; nt = no result given; + = active, no number. These rows are one share of the data (hit frequency here may not be typical).
# Sample of the layout (seven entries):
SMILES,Myeloid diff MLP,Myeloid diff MLP GFP+ MAC1+ %,LYP phosphatase
COc1ccc(OC)c(NC(=O)C(CCSC)NS(=O)(=O)c2cccs2)c1 (configuration not stated),i,0.1,-11.1%
COc1ccccc1N1CCN(Cc2cc3c(cc2Br)OCCO3)CC1,i,2.0,-12.2%
O=C(CCCN1C(=O)/C(=C/c2cccs2)SC1=S)Nc1cccc(O)c1,i,1.6,-2.7%
Cc1ccc2oc(C(=O)NC3CCS(=O)(=O)C3)cc(=O)c2c1 (configuration not stated),i,3.2,-14.5%
CCN(c1ccc(OC)cc1)S(=O)(=O)c1cc(-c2cc(C)no2)ccc1C(C)C,?,nt,-0.3%
CS(=O)(=O)Nc1cccc(C2=NN(C(=O)c3cccc(F)c3)C(c3cccs3)C2)c1 (configuration not stated),i,0.7,-5.1%
O=C(CCS(=O)(=O)c1ccccc1)N1CCCc2ccccc21,i,0.9,-12.9%

# Results, from the first entry:
SMILES,Myeloid diff MLP,Myeloid diff MLP GFP+ MAC1+ %,LYP phosphatase
COc1ccc(OC)c(NC(=O)C(CCSC)NS(=O)(=O)c2cccs2)c1 (configuration not stated),i,0.1,-11.1%
COc1ccccc1N1CCN(Cc2cc3c(cc2Br)OCCO3)CC1,i,2.0,-12.2%
O=C(CCCN1C(=O)/C(=C/c2cccs2)SC1=S)Nc1cccc(O)c1,i,1.6,-2.7%
Cc1ccc2oc(C(=O)NC3CCS(=O)(=O)C3)cc(=O)c2c1 (configuration not stated),i,3.2,-14.5%
CCN(c1ccc(OC)cc1)S(=O)(=O)c1cc(-c2cc(C)no2)ccc1C(C)C,?,nt,-0.3%
CS(=O)(=O)Nc1cccc(C2=NN(C(=O)c3cccc(F)c3)C(c3cccs3)C2)c1 (configuration not stated),i,0.7,-5.1%
O=C(CCS(=O)(=O)c1ccccc1)N1CCCc2ccccc21,i,0.9,-12.9%
Cc1cc(=O)oc2c(C)c(OC(C)C(=O)NC3CCN(Cc4ccccc4)CC3)ccc12 (configuration not stated),i,4.7,-10.6%
CC(C)c1ccc(NC2CCCN(C(=O)c3cc(C(C)C)nc(N)n3)C2)cc1 (configuration not stated),i,0.5,-11.2%
CCC(C)[C@H](NS(=O)(=O)c1ccc(C)cc1)C(=O)N1CCC(C(=O)N2CCC(C(N)=O)CC2)CC1 (some centres not stated),i,2.9,-8.1%
CCOc1ccc(OCc2ccc(C(=O)NC(C)C)o2)cc1,i,0.5,-12.1%
CCOC(=O)C1CCN(C(=O)C2CCC(=O)N(CC3CCCCC3)C2)CC1 (configuration not stated),i,1.3,-11.4%
CSc1ncc(Cl)c(C(=O)Nc2cccc(Cl)c2)n1,i,1.1,-9.3%
O=C(O)c1cc(NC(=O)C2CCCO2)cc(C(=O)O)c1 (configuration not stated),i,0.3,-6.9%
COCc1ccc(C(=O)N2CCCC(C(=O)c3ccc(Cl)cc3C)C2)o1 (configuration not stated),i,4.3,-5.6%
COC(=O)CN1C(=O)[C@H]2[C@@H](c3ccc(C)o3)N3C(=O)CN(Cc4ccc(-c5ccccc5)cc4)C(=O)[C@@]3(C)[C@H]2C1=O,i,1.5,-7.0%
COc1ccc(C(=O)/C=C/c2cccc(OCc3ccccc3)c2)cc1CSCC(=O)O,i,0.9,2.3%
CSCC[C@H](NC(=O)N1CCn2c1nc1ccccc12)C(=O)NCc1ccc(F)cc1,i,1.4,-7.6%
CN(C(=O)c1ccccc1)c1nccnc1C#N,i,0.3,-7.2%
CC(=O)c1cnc2nc(SCc3ccccc3)nn2c1C,i,0.7,-7.5%
CC1=C([N+](=O)[O-])C(c2ccc(Cl)cc2)NC(=O)N1C (configuration not stated),i,0.3,-6.8%
COCCC(=O)N1CCC(Oc2ccc(C(=O)NC3CCCCC3)cc2)CC1,i,0.3,-2.6%
CCOc1ccc(NC(=O)C2CCN(S(=O)(=O)c3c(C)noc3C)CC2)cc1,i,0.7,-9.5%
CC(=O)c1ccc(N2C(=NC(=O)C3CCCO3)SC3CS(=O)(=O)CC32)cc1 (configuration not stated),i,1.0,-12.2%
CC(Sc1ccc(Cl)cc1)C(=O)NNC(=O)c1ccccc1O (configuration not stated),i,1.0,1.8%
CCN(C(=O)c1ccc(NC(=O)c2ccco2)cc1)c1ccccc1,i,0.3,-5.6%
COc1ccc(N2CCN(S(=O)(=O)CCNC(=O)COc3cccc(OC)c3)CC2)cc1,?,nt,-12.0%
CCCCCC/C=N/Nc1nnc(Cc2ccc(OC)c(OC)c2)c(=O)[nH]1,+,5.3*,-3.2%
COc1ccc2cc(OCC(=O)NNC(=O)Nc3ccc(OC)c(OC)c3)ccc2c1,i,1.1,-8.0%
CCCc1cc(=O)oc2cc(OCC(=O)NCCc3ccc(S(N)(=O)=O)cc3)ccc12,i,4.1,-5.5%
CC(C)[C@H](NC(=O)c1c(F)cccc1F)C(=O)Nc1cccc(Br)c1,i,0.8,-3.0%
O=S1(=O)CCO[C@H]2Cc3ccccc3[C@H]2N1Cc1cccc(F)c1,i,1.2,-7.0%
COc1ccc(Oc2nc3c(c(=O)n(C)c(=O)n3C)n2C)cc1,i,0.3,-6.2%
COC(=O)c1ccc2c(=O)n(CCN3CCOCC3)c(SCC(=O)Nc3ccccc3Cl)nc2c1,i,2.5,-6.0%
CCn1c(=O)c2ccccc2n(Cc2cccc(C)c2)c1=O,i,0.9,-11.4%
O=C(c1cccc(C(F)(F)F)c1)N1CCN(CCc2ccccc2)CC1,i,0.4,-8.9%
CCc1ccc(-c2cc(C)no2)cc1S(=O)(=O)N1CCN(c2cccc(C)c2C)CC1,i,0.0,-3.4%
O=C(CCn1cnnn1)N1CCCC(Nc2ccc(F)c(F)c2)C1 (configuration not stated),i,0.2,-4.8%
CC(=O)Nc1ccc(NC(=O)c2cccc(Oc3ccccc3)c2)cc1,i,1.5,-8.7%
Cc1ccccc1CNC(=O)CCn1nc(C)c2c(C)n(-c3ccccc3)nc2c1=O,i,0.9,-7.3%
Cc1nccn1CCOc1ccccc1Cl,i,0.7,-9.7%
Cc1ccc2sc(NC(=O)c3cccc(N4C(=O)CCC4=O)c3)nc2c1C,i,1.9,-8.2%
COc1ccc(C(=O)NCCOc2ccccc2Cl)c(OC)c1OC,i,0.9,-2.8%
CSc1ncccc1C(=O)Nc1nc(C(C)(C)C)cs1,i,2.5,-1.3%
Cc1ccc(-n2nc3c(=O)n(C(C)C(=O)NCc4ccccc4Cl)nc(C)c3c2C)cc1 (configuration not stated),i,0.0,-9.3%
Nc1ncc(Br)cc1S(=O)(=O)NCCC(=O)NC1CCCCC1,i,1.8,-4.8%
COc1ccc(CNC(=O)CN(Cc2ccco2)C(=O)CCC(=O)Nc2ccccn2)cc1,i,0.5,-6.1%
CC1=Nc2cc(C(=O)N3CCCC3)ccc2Sc2c(C)ccc(C)c21,?,nt,-7.8%
COc1ccc(Cc2nc3ccc(C(=O)N(C)CCO)cc3o2)cc1,i,0.5,-1.2%
COc1ccc(C=O)cc1CN1CCCN(Cc2ccccc2F)S1(=O)=O,i,0.3,4.4%
COc1ccc(OC)c(NC(=O)CCN2CCN(CCO)CC2)c1,i,0.3,-5.8%
COc1cccc(CSCC(=O)NCCc2ccccc2)c1OC,i,0.5,-0.7%
Cc1nc2scc(C)n2c(=O)c1S(=O)(=O)N1CCN(c2ccccc2F)CC1,i,0.7,-8.0%
CC(C(=O)Nc1ccc(C(=O)O)c(O)c1)N1C(=O)/C(=C\c2ccco2)SC1=S (configuration not stated),?,nt,0.2%
O=C(NCCCNC(=O)c1ccc(Cl)cc1Cl)c1ccco1,i,1.5,-4.7%
COc1ccc(Br)cc1CN1CCN(Cc2c[nH]c3ccccc23)CC1,i,1.4,-4.7%
CCOc1ccccc1Nc1cc2n(c(=O)n1)CCc1cc(OC)c(OC)cc1-2,i,0.5,-6.8%
Cc1ccccc1CC(=O)Nc1cc(C(C)(C)C)on1,i,0.3,-10.4%
O=C(c1ccc2nc[nH]c2c1)N1CCN(c2cccc(C(F)(F)F)c2)CC1,i,0.9,-2.5%
O=C(NCc1ccco1)C1CCN(C(=O)c2ccc(Cl)cc2Cl)CC1,+,11.7*,2.7%
# Remaining list, next part:
SMILES,Myeloid diff MLP,Myeloid diff MLP GFP+ MAC1+ %,LYP phosphatase
O=C(c1ccccc1F)N1CCN(C(=O)C2CC2)CC1,i,0.8,-14.4%
C/C(=N\NC(=O)c1ccc(O)cc1)c1cccc(NC(=O)c2ccccc2C)c1,i,3.7,-3.8%
Clc1ccc(C2Nc3cccc4cccc(c34)N2)cc1,i,0.2,-3.3%
O=C(NCCCN1CCOCC1)c1ccc(NS(=O)(=O)c2cccc([N+](=O)[O-])c2)cc1,i,0.0,-12.2%
Cc1c(NC(=O)c2ccccc2NC(=O)c2ccccc2)cccc1C(=O)O,i,0.8,-7.9%
O=C1/C(=C/c2ccc(Br)cc2)Oc2cc(O)ccc21,i,0.4,-2.1%
CCOc1ccc(C(=O)CCCC(=O)c2ccc(OCC)cc2)cc1,i,0.1,-16.9%
CCCCOc1ccc(C(=O)Nc2ccc(CN3CCOCC3)cc2)cc1,i,1.6,-7.5%
Cn1c(CNC(=O)CNS(=O)(=O)c2ccc(Br)cc2)cc(=O)n(C)c1=O,i,1.0,-5.3%
CCOC(CNC(=O)C(=O)Nc1cc2c3c(c1)CCN3C(=O)CC2)OCC,?,nt,-8.8%
O=C(O)c1ccccc1-c1nnc2c(Cl)cc(C(F)(F)F)cn12,i,0.3,-8.2%
CN(Cc1ccco1)C(=O)c1cc2c(s1)-c1ccc(Cl)cc1S(=O)(=O)C2,i,2.0,-7.0%
Cc1csc(NC(=O)Cc2ccc(F)cc2)n1,i,0.6,-5.4%
N=c1c(S(=O)(=O)c2ccc(Br)cc2)cc2c(=O)n3ccccc3nc2n1C1CCCCC1,i,0.7,-7.4%
CCc1ccc(NC(=O)NCCN2CCCCC2)cc1,i,0.5,-10.9%

# An excerpt from above in order of their number in LYP phosphatase, descending.
SMILES | LYP phosphatase
COc1ccc(OC)c(NC(=O)CCN2CCN(CCO)CC2)c1 | -5.8%
CN(C(=O)c1ccccc1)c1nccnc1C#N | -7.2%
CSCC[C@H](NC(=O)N1CCn2c1nc1ccccc12)C(=O)NCc1ccc(F)cc1 | -7.6%
CCC(C)[C@H](NS(=O)(=O)c1ccc(C)cc1)C(=O)N1CCC(C(=O)N2CCC(C(N)=O)CC2)CC1 (some centres not stated) | -8.1%

# (more compounds)
SMILES,Myeloid diff MLP,Myeloid diff MLP GFP+ MAC1+ %,LYP phosphatase
Cc1ccc(NC(=O)C2Oc3ccccc3OC2C)cc1 (configuration not stated),i,0.3,-5.6%
Cc1ccc(C)c(C(=O)N2CCC(n3nccc3NC(=O)C3CC3)CC2)c1,i,0.6,-5.8%
Cc1nc(N)sc1N=Nc1ccccc1C(F)(F)F,i,0.4,-5.3%
COc1ccc(CCNC(=O)c2cc(C)oc2C)cc1OC,i,0.3,-6.1%
COc1cccc(N2CCN(C(=S)Nc3ccccc3OC)CC2)c1,i,0.2,-6.1%
CCOC(=O)N1CCC(NC(=O)CC2C(=O)NCCN2Cc2ccccc2F)CC1 (configuration not stated),i,4.6,-12.5%
Cc1ccc(SCC(=O)c2cc(C)c(O)c(C)c2)cc1,i,1.2,0.8%
Cc1cccc(OCCSc2nc3ccccc3n2CC(=O)O)c1,i,0.2,-6.3%
COc1c(Br)cc(Br)cc1C(=O)Nc1ccccc1N1CCCC1,i,0.4,-1.2%
CCCn1c(=N)n(CC(=O)c2ccc(Cl)c(Cl)c2)c2ccccc21,i,0.3,-4.8%
COC(=O)N1C(=O)[C@](c2ccccc2)(C2CCCCC2)N1C(=O)OC,i,0.6,-12.0%
O=C(O)CCC(=O)N1N=C(c2cccs2)CC1c1cccc([N+](=O)[O-])c1 (configuration not stated),i,0.8,-4.5%
COc1cc2c(cc1OC)CN(C1CCCN(Cc3cc(Cl)ccc3O)C1)CC2 (configuration not stated),i,0.1,-6.2%
COc1ccc(F)cc1S(=O)(=O)n1nc(C)cc1C,i,0.8,-12.1%
COc1ccc(Cl)cc1NC(=O)C/C(C)=N/NC(=O)c1ccccc1[N+](=O)[O-],i,0.7,-7.8%
O=C(CN(C(=O)c1csnn1)c1ccc(F)c(Cl)c1)NCc1ccccc1,i,3.1,-10.1%
Cc1cc(-n2c(SCC(=O)Nc3ccc(F)c(F)c3)nc3n[nH]c(C)c3c2=N)ccc1Cl,i,1.2,-7.8%
COc1ccccc1N(CC(=O)Nc1ccc(Cc2ccncc2)cc1)S(=O)(=O)c1ccccc1,i,0.3,-1.2%
COc1cc(NC(=O)c2ccc(F)cc2)ccc1NC(=O)c1cc2ccccc2o1,i,0.5,-4.1%
O=C(O)C1CCCCC1C(=O)N1CCN(S(=O)(=O)c2ccc(F)cc2)CC1 (configuration not stated),i,1.0,-4.3%
Cc1ccc(C(=O)N2CCCc3ccccc32)c(F)c1F,i,0.5,-8.0%
COc1ccccc1NC(=O)C[n+]1ccccc1C,i,0.3,-6.1%
C=CCNC(=O)c1oc2ccc(S(=O)(=O)N3CCC4(CC3)OCCO4)cc2c1C,i,4.0,-7.1%
CCOc1ccc(CNc2ccc3c(c2)ncn3C(C)(C)C)cc1,i,0.6,-3.6%
Cc1ccc(Cl)cc1NC(=O)CSc1sc2c(O)cc(=O)[nH]c2c1C#N,i,0.4,-3.6%
COc1cccc(N2CCN(C(=O)c3ccc(CS(=O)c4ccc(C)cc4)o3)CC2)c1 (configuration not stated),?,nt,-10.7%
NC(N)=N/N=C/c1ccc(OCc2ccccc2)c(OCc2ccccc2)c1,i,1.5,-4.8%
CN(CC(=O)Nc1ccccc1Br)C(=O)CNC(=O)Cc1cccc2ccccc12,i,0.7,-5.5%
O=C(CN1C(=O)/C(=C/c2ccco2)SC1=S)NC1CCS(=O)(=O)C1 (configuration not stated),?,nt,-7.4%
Cc1ccc(-c2csc3ncn(CC(N)=O)c(=O)c23)cc1C,i,0.4,-2.4%
